M. tuberculosis HTS = M. tuberculosis growth inhibition, HTS (AID 449762); M. tuberculosis H37Rv growth inhibition, 7H9 media; higher % means a stronger effect; hit rate 0.59% among 330,000; one-dose inhibition, % at 25 µM; IC50 in µM for titrated hits; in the data active = a potency from the dose series; inconclusive = inhibition above about 70% without an active follow-up result;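 note: bacterial growth assessed after seven days of incubation; strong numbers were not always called active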
influenza NS1A = H1N1 influenza NS1A inhibitors, functional cell based assay (AID 504329); inhibition, % at 12.5 µM; hits with a dose series show IC50 in µM; hit rate 0.3% among 340,000; NS1A functional cell-based assay, percent inhibition; higher % means a stronger effect; in the data active = a potency from the dose series; inconclusive = inhibition above about 27% without an active follow-up result; note: strong numbers were not always called active
inhibitors of VEEV = inhibitors of VEEV TC-83 cytopathic effect, confirmation, Vero cells (AID 588727) | Vero cells, VEEV TC-83 cytopathic effect inhibition; higher % means a stronger effect | inhibition, % at 20 µM; hits with a dose series show IC50 in µM | hit rate 0.13% among 350,000; in the data active = a potency from the dose series; inconclusive = inhibition mostly from about 14% at the one dose, without a potency; inactive = the rest, 99 in 100 with inhibition below about 12%; note: strong numbers were not always called active
PhoP GFP inhibition = PhoP regulon inhibitors, Salmonella typhi PhoP promoter GFP reporter, confirmatory (AID 1850). one-dose inhibition, % at 50 µM; IC50 in µM for titrated hits. hit rate 0.33% among 310,000. Salmonella Typhi PhoP-promoter GFP reporter, fluorescence, 4 h; higher % means a stronger effect; in the data active = a potency from the dose series; inconclusive = inhibition mostly from about 25% at the one dose, without a potency; inactive = the rest, 99 in 100 with inhibition below about 19%;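 note: 0% = induced wells with vehicle and 100% = uninduced wells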
M. tuberculosis = growth inhibition of non-replicating M. tuberculosis (AID 488890) | Mycobacterium tuberculosis non-replicating, growth inhibition; higher % means a stronger effect | inhibition, % at 25 µM, or IC50 in µM where a hit was titrated | hit rate 0.39% among 320,000; in the data active = a potency from the dose series; inconclusive = inhibition mostly from about 82% at the one dose, without a potency; inactive = the rest, 99 in 100 with inhibition below about 76%;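 note: plate controls were DMSO cells for no effect and high antibiotic wells for full effect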
inhibitors of VEEV 10K pilot screen = further read-out of inhibitors of VEEV, marked with its call; inhibition, %; measured here: 10K pilot screen inhibition
Active calls of the source: *; i = inactive; u = inconclusive; x = not tested or not shown.

SMILES	M. tuberculosis HTS	influenza NS1A	inhibitors of VEEV	PhoP GFP inhibition	M. tuberculosis	others
O=C(NC(=S)Nc1ccccc1[N+](=O)[O-])c1cncc(Br)c1	3%	0%	0.9%	-7%	39%
CN(C)c1ccc(S(=O)(=O)N2CCCCC2)cc1NC(=O)C1=COCCO1	-4%	0%	5.6%	-2%	-10%
Cc1cc(C)cc(OCC(=O)Nc2ccc3c(c2)OCO3)c1	-1%	2%	0.5%	-2%	35%
CC(C)c1c(O)c2c(n(-c3ccccc3)c1=O)CCCC2	18%	-4%	i	-1%	23%
Cc1ccc(C(=O)N/C(=C/c2ccco2)C(=O)NCCc2c[nH]c3ccccc23)cc1C	-1%	9%	8.2%	-17%	13%
CCN1C(=O)[C@@H]2[C@@H](c3ccc(-c4ccc(C(C)=O)cc4)c(OC)c3)N3CCC[C@@]3(C(=O)OC)[C@@H]2C1=O	18%	3%	1.2%	-2%	1%
COC(=O)c1ccc(C)c(NC(=O)CSc2sc3c(O)cc(=O)[nH]c3c2C#N)c1	-7%	-5%	0.7%	13%	4%
O=c1c(Cc2ccc(Cl)cc2)c(O)ccn1Cc1cccs1	-5%	1%	0.6%	14%	6%
COc1cc(/C=N/NC(=O)c2cc(-c3ccccc3C)nc3ccccc23)cc(OC)c1O	-3%	x	1.8%	-5%	44%
CCCC1CCC(C(=O)Nn2c(C)nc3ccccc3c2=O)CC1 (stereo not given)	50µM*	0%	1.2%	-13%	38%
CCOC(=O)c1cccc(NC2c3ccccc3C(=O)N2Cc2ccco2)c1 (stereo not given)	-9%	21%	11%	-8%	16%
CCOC(=O)C1=C(C)c2ccccc2OC1C(=O)OCC (stereo not given)	x	-3%	i	x	x
CC1CCCN(S(=O)(=O)c2ccc3c(c2)n(C)c(=O)c(=O)n3C)C1 (stereo not given)	-6%	-14%	0.1%	-1%	-10%
COc1cccc(-c2cc(C(=O)O)[nH]n2)c1	5%	-12%	0.2%	4%	4%
Cc1ccc(-n2ncc3c(=O)[nH]c(SCC(=O)N4CCCC4)nc32)cc1C	5%	6%	6.4%	-6%	x
O=C(CN1CCN(S(=O)(=O)c2ccc3ccccc3c2)CC1)NC(=O)NC1CCCCC1	6%	12%	i	7%	24%
Cc1nn(-c2ccccc2)c(C)c1/C=N/NC(=O)c1cc(C(C)(C)C)[nH]n1	-2%	0%	12%	0%	22%
O=C1SCCC1NS(=O)(=O)c1ccc([N+](=O)[O-])cc1 (stereo not given)	-2%	-2%	i	1%	26%
O=C(OC1CCOC1=O)c1ccccc1C(=O)c1ccc(Cl)c([N+](=O)[O-])c1 (stereo not given)	-3%	6%	0.3%	x	19%
COCc1cc(N2CCCCC2)nc(-c2ccccc2)n1	7%	-2%	i	-10%	1%
CCOC(=O)c1cccc(NC(=O)C2CCCN(S(=O)(=O)c3cnc[nH]3)C2)c1 (stereo not given)	-10%	5%	0.4%	0%	x
CC1CCN(c2c(NCC3CCC(C(=O)N4CCCC(C)C4)CC3)c(=O)c2=O)CC1 (stereo not given)	-2%	-2%	1.4%	x	x
CCC1Nc2ncnc(N3CCOCC3)c2N(Cc2ccccc2)C1=O (stereo not given)	-10%	0%	0.9%	2%	15%
Cc1ccc(S(=O)(=O)c2nc(-c3ccc(F)cc3)oc2N2CCOCC2)cc1	4%	-7%	0.7%	-1%	0%
Clc1ccc(OCCOCCOc2cccc3cccnc23)c(Br)c1	8%	7%	11%	-3%	19%

2 neighbouring records from above, quoted:
SMILES	M. tuberculosis HTS	influenza NS1A	inhibitors of VEEV	PhoP GFP inhibition	M. tuberculosis	others
Cc1nn(-c2ccccc2)c(C)c1/C=N/NC(=O)c1cc(C(C)(C)C)[nH]n1	-2%	0%	12%	0%	22%
O=C1SCCC1NS(=O)(=O)c1ccc([N+](=O)[O-])cc1 (stereo not given)	-2%	-2%	i	1%	26%

Back to the main list; the seven compounds before the break are reprinted first.
SMILES	M. tuberculosis HTS	influenza NS1A	inhibitors of VEEV	PhoP GFP inhibition	M. tuberculosis	others
O=C(OC1CCOC1=O)c1ccccc1C(=O)c1ccc(Cl)c([N+](=O)[O-])c1 (stereo not given)	-3%	6%	0.3%	x	19%
COCc1cc(N2CCCCC2)nc(-c2ccccc2)n1	7%	-2%	i	-10%	1%
CCOC(=O)c1cccc(NC(=O)C2CCCN(S(=O)(=O)c3cnc[nH]3)C2)c1 (stereo not given)	-10%	5%	0.4%	0%	x
CC1CCN(c2c(NCC3CCC(C(=O)N4CCCC(C)C4)CC3)c(=O)c2=O)CC1 (stereo not given)	-2%	-2%	1.4%	x	x
CCC1Nc2ncnc(N3CCOCC3)c2N(Cc2ccccc2)C1=O (stereo not given)	-10%	0%	0.9%	2%	15%
Cc1ccc(S(=O)(=O)c2nc(-c3ccc(F)cc3)oc2N2CCOCC2)cc1	4%	-7%	0.7%	-1%	0%
Clc1ccc(OCCOCCOc2cccc3cccnc23)c(Br)c1	8%	7%	11%	-3%	19%
CCn1c(SCC(=O)NNC(=O)Cc2ccccc2)nnc1-c1ccncc1	-1%	9%	i	-7%	-41%
COC(=O)[C@H]1[C@H](C(=O)OC)[C@@H](C(=O)OC)N(c2ccc(OC)cc2)[C@@H]1C(=O)OC	-3%	-10%	1.0%	-3%	-17%
COc1ccc(N2CCN(C3CCCN(C(=O)CN4CCOC4=O)C3)CC2)cc1 (stereo not given)	-19%	-3%	1.1%	-7%	-11%
COc1ccc(S(=O)(=O)N2CCc3ccccc32)cc1C(=O)N1CCN(C=O)CC1	2%	2%	1.1%	x	18%
CCc1nnc(NC(=O)CSc2nnc(C(C)NC(=O)c3ccccc3)n2C)s1 (stereo not given)	0%	4%	1.3%	-1%	7%
Cc1ccc(SCCN2CCN(C)CC2)cc1	6%	-15%	0.8%	-8%	-6%
O=C(CNc1ccc(F)cc1)c1ccccc1	9%	2%	1.7%	0%	32%
CCCCn1c(N)c(N(CCC(C)C)C(=O)c2ccc3c(c2)OCO3)c(=O)[nH]c1=O	-2%	-6%	i	2%	6%
O=C(NCc1ccco1)c1ccc2c(c1)N(Cc1ccccc1)C(=O)CS2	-10%	6%	i	-4%	21%
CC(C)(C)n1nnnc1C(c1cccc(C#N)c1)N1CCC(Cc2ccccc2)CC1 (stereo not given)	18%	1%	2.0%	-9%	19%
COc1ccc(CSc2ncnc3sccc23)cc1F	1%	5%	5.7%	-7%	29%
Cc1ccc(C)c(S(=O)(=O)NCC(=O)Nc2ccc3c(c2)OCO3)c1	-6%	18%	5.1%	-6%	1%
CN(CC(=O)NCc1cccnc1)S(=O)(=O)c1cc(Cl)ccc1Cl	3%	-2%	7.2%	-1%	6%
COc1ccc(OC)c(NC(=O)c2nc(-c3ccccc3)oc2C)c1	-1%	-2%	0.5%	-3%	-1%
CS(=O)(=O)N(CC(=O)Nc1ccccc1C(=O)N1CCCC1)c1ccc2c(c1)OCO2	-12%	-11%	1.0%	-1%	-12%
CCOc1ccc(CC(=O)C2C(=O)CC(C)(C)CC2=O)cc1OCC	13%	4%	2.6%	8%	-3%
COC(=O)CCC(=O)N1CCc2cc(S(=O)(=O)N3CCc4ccccc43)ccc21	2%	-24%	1.9%	-2%	22%
CCn1cc(C(=O)N(C)c2cc(C)ccc2OC)c2cc(OC)c(OC)cc2c1=O	3%	3%	0.4%	-15%	-8%
CC(NC(C(=O)c1ccccc1)c1ccccc1)c1ccccc1 (stereo not given)	x	0%	i	x	x
CCOC(=O)N/N=C/c1ccc(C)o1	4%	0%	7.0%	0%	3%
CC(O)c1c(-c2ccccc2)nn(C)c1Cl (stereo not given)	-3%	-3%	i	4%	-6%
Cc1ccc(S(=O)(=O)C2(C(=O)NCc3ccc4c(c3)OCO4)CC2)cc1	4%	32%	1.8%	10%	x
O=C(NCCCNC(=O)c1cccnc1)c1ccc(Cl)cc1	7%	0%	i	6%	1%
CCCCn1c(N)c(N(CCC(C)C)C(=O)c2ccc3ccccc3c2)c(=O)[nH]c1=O	-3%	3%	0.7%	x	-8%
CCOc1cccc(CN2CCC(n3nccc3NC(=O)c3ccc4c(c3)OCO4)CC2)c1	1%	-6%	7.8%	-8%	14%

Compounds shown so far that have a tert-butyl group:
SMILES	M. tuberculosis HTS	influenza NS1A	inhibitors of VEEV	PhoP GFP inhibition	M. tuberculosis	others
Cc1nn(-c2ccccc2)c(C)c1/C=N/NC(=O)c1cc(C(C)(C)C)[nH]n1	-2%	0%	12%	0%	22%
CC(C)(C)n1nnnc1C(c1cccc(C#N)c1)N1CCC(Cc2ccccc2)CC1 (stereo not given)	18%	1%	2.0%	-9%	19%

Remaining list, next part:
SMILES	M. tuberculosis HTS	influenza NS1A	inhibitors of VEEV	PhoP GFP inhibition	M. tuberculosis	others
N=c1c2c(-c3ccccc3)c(-c3ccccc3)n(Cc3ccco3)c2ncn1CCCO	16%	x	i	12%	u
CCN(CC)CCCn1c2c(c(SCC(=O)Nc3ccccc3Cl)nc1=O)CCC2	-5%	-4%	2.2%	2%	-4%
CCCCOc1ccc(C(=O)NCCC(=O)NCCCC(=O)OCC)cc1	-4%	-10%	i	3%	51%
CCNC(=S)NNC(=O)c1cc(CC(C)C)nc2ccccc12	-9%	3%	2.6%	-8%	-2%
Cc1cccc(NC(=O)C2CCN(S(=O)(=O)c3ccc4c(c3)NC(=O)CO4)CC2)c1	-13%	7%	0.1%	10%	-12%
CN1CCN(CCN2CCn3c2nc2ccccc23)CC1	-8%	-3%	i	17%	-12%
COc1cccc(CCNC(=O)C2CCCN(c3ncnc4c3nc3n4CCCCC3)C2)c1OC (stereo not given)	3%	0%	4.3%	5%	23%
CCc1ccccc1NC(=O)Nc1cnccn1	-18%	20%	9.7%	0%	-2%
CC1CCc2c(sc3nn[nH]c(=O)c23)C1 (stereo not given)	-1%	-2%	i	0%	17%
COC(=O)c1nc2n(n1)C(c1cccc(Cl)c1)C1=C(CC(C)(C)CC1=O)N2 (stereo not given)	3%	26%	1.5%	-11%	25%
COc1ccc2cc(C3CC(c4cccs4)=NN3S(C)(=O)=O)c(Cl)nc2c1 (stereo not given)	6%	11%	8.0%	-7%	9%	inhibitors of VEEV 10K pilot screen=4.3
COc1ccccc1-c1cc(C2CC2)nc(N)c1C#N	x	2%	0.4%	0%	x
CN(CCc1ccccn1)S(=O)(=O)c1ccccc1F	2%	-30%	0.8%	-5%	-1%
C/C(=N\NC(=O)CNC(=O)c1ccc(Br)cc1)c1ccco1	6%	1%	0.5%	4%	9%
Cc1cc(C)c(C(=O)COC(=O)CCNS(=O)(=O)c2c(Cl)cccc2Cl)cc1C	9%	-6%	0.6%	5%	58%
O=C(CCCc1ccccc1)NCCc1ccc(F)cc1	-4%	-6%	0.2%	0%	66%
CCCn1nc2cc(C(=O)NCc3ccc(OC)cc3)ccc2c1OCC	9%	6%	2.2%	-1%	9%

From PubChem BioAssay
